# FEN1 inhibitor: qHTS Assay for the Inhibitors of Human Flap endonuclease 1 (FEN1). Recombinant FEN1 flap cleavage, fluorescence, 15 min. AID 588795, 2011. 390,000 compounds, 0.35% hits. P39748. Potency, µM (top dose mostly 114 µM), for inactives: top-dose activity change, negative = inhibition, actives largely listed as inhibitors; further: nearly all actives have a fitted effect of over 65% in size
# Target sequence (P39748 whole entry, looked up): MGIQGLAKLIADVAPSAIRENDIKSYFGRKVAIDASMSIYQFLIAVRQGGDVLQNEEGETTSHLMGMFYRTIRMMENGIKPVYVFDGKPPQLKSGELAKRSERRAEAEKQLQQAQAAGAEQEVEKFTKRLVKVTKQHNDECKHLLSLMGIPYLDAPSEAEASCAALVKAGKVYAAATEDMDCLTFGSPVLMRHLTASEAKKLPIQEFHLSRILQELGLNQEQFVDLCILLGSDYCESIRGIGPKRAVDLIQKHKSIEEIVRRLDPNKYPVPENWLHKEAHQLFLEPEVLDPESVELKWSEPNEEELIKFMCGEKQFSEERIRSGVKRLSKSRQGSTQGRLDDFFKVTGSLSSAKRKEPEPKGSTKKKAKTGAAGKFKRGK
#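 Read-out was taken twice, immediately and after 15 min, following addition of 50 nM substrate to 10 nM FEN1 that had sat with test compound for 15 min at room temperature. Curves came from a four-parameter Hill model.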
# GCN5L2 inh: qHTS Assay for Inhibitors of GCN5L2; Potency, µM (top dose mostly 58.9 µM), without a hit: at the top dose activity change, negative = inhibition, usual class: inhibitors; GCN5L2 HAT assay, ThioGlo1 CoA-SH fluorescence; 390,000 compounds, 0.21% hits
#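 Fluorescence readout, Ex340nm/Em540nm: ThioGlo1 (50uM final) reacts with free CoA thiol released as 20nM GCN5L2 acetylates H3(1-25) peptide (75uM) using acetyl-CoA (70uM). Compound and enzyme sat 15 min beforehand; 20 min room-temperature reaction.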
# N370S GC: qHTS Assay for Inhibitors and Activators of N370S glucocerebrosidase as a Potential Chaperone Treatment of Gaucher Disease; Lysosomal acid glucosylceramidase (Homo sapiens), P04062; N370S GC spleen homogenate, 4MU-glucoside fluorescence; Potency, µM (titrated, usually from 59.4 µM), inactives show at the top dose activity change, negative = inhibition, hits mostly inhibitors; 330,000 compounds, 0.092% hits; AID 2101, 2009;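 further: 0% = full enzyme activity and -100% = no enzyme basal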
# Numbers without * were called inactive; ? = inconclusive; nt = no result given; & = joins results of further samples. The call rests on the fitted dose curve; in most records, active means well fitted curve in the direction sought with a large enough effect; inconclusive means small, poorly fitted or top-dose-only effect, or another doubt; inactive means no such curve, though single readings can be large; an effect the other way counts as inactive or inconclusive. Unless noted, on the % scale 0 is the no-effect control and ±100 the full control effect; potency means the concentration at half of the fitted maximal effect.
SMILES,FEN1 inhibitor,GCN5L2 inh,N370S GC
CCOC(=O)N1CCc2c(sc(NC(=O)CCS(=O)(=O)c3ccccc3)c2C(N)=O)C1,17%,-33%,-6%
CS(=O)(=O)N(CC(=O)Nc1ccc(F)cc1)C1CCCCC1,11%,-5%,-6%
CC(=O)c1ccc(N2CCN(c3ncnc4c3cnn4C)CC2)cc1,-11%,0%,nt
NC(=O)c1ccccc1NS(=O)(=O)Cc1ccc(Cl)cc1,-5%,0%,1%
CC(C)CCSc1nc2[nH]ncc2c(=O)[nH]1,-12%,1%,-4%
O=C(NCCS(=O)(=O)N1CCN(c2ccc(F)cc2)CC1)C12CC3CC(CC(C3)C1)C2,-13%,-6%,-9%
CCOc1ccc(CN2C(=O)c3ccccc3C2C(=O)NCCc2ccc(OC)c(OC)c2)cc1 (centres undefined),13%,-1%,nt
COc1cccc(C(=O)N2c3ccccc3Sc3ccccc32)c1,-2%,14%,4%
COc1ccc(/C=C/C(=O)N2c3ccccc3Sc3ccc(C(F)(F)F)cc32)cc1,-1%,-9%,4%
COCCn1c(SCC(N)=O)nnc1-c1c[nH]c2ccccc12,16%,-2%,0%
COc1ccc([N+](=O)[O-])cc1N(CC(=O)N1CCOCC1)S(C)(=O)=O,-4%,-2%,3%
O=C(CN(C1CCCCC1)S(=O)(=O)c1ccccc1)NCC1CCCO1 (centres undefined),4%,-5%,-1%
O=C(Cn1c2[n+](c3ccc(C(F)(F)F)cc31)CCCCC2)Nc1ccc(Br)cc1,0%,-5%,-21%
CCC(C)c1ccccc1OCCOCCN1CCCC1 (centres undefined),-3%,0%,6%
O=S(=O)(Nc1ccc2cn[nH]c2c1)c1ccc(Cl)s1,-1%,-8%,-2%
CCCCN(CC)c1nc(-c2ccncc2)nc2ccccc12,0%,-2%,6%
Cn1c(N)c(C#N)c2c(c1=S)COC(C)(C)C2,1%,0%,-7%
O=c1c(Cl)c(Cl)cnn1Cc1nnc(-c2ccccc2Br)o1,12%,-13%,-2%
COc1ccc(CCNC(=O)Cc2c(C)c3c(cc(C)c4c(C)coc43)oc2=O)cc1OC,-5%,-7%,nt
O=C(Cc1cccs1)N1CCCC(c2nc(-c3ccc(S(=O)(=O)N4CCCC4)cc3)no2)C1 (centres undefined),0%,-4%,-2%
CC1CCN(C(=O)CSc2nnc(-c3ccncc3)n2C)CC1,9%,-1%,6%
COc1ccccc1NC(=O)CSc1nnc(CSc2nc(C)cc(C)n2)o1,4%,2%,-6%
O=C(CN1CCN(c2ccc(F)cc2)CC1)NC(=O)NCc1ccco1,11%,-2%,-21%
C=C(C)Cn1c(-c2ccccc2)nc2ccccc21,-3%,-3%,0%
COCCN(C(=O)c1csnn1)C(C(=O)NC1CCCC1)c1ccccc1 (centres undefined),-13%,-5%,-12%

# Not a retest: 2 of the compounds above.
SMILES,FEN1 inhibitor,GCN5L2 inh,N370S GC
C=C(C)Cn1c(-c2ccccc2)nc2ccccc21,-3%,-3%,0%
COCCN(C(=O)c1csnn1)C(C(=O)NC1CCCC1)c1ccccc1 (centres undefined),-13%,-5%,-12%

# Later entries.
SMILES,FEN1 inhibitor,GCN5L2 inh,N370S GC
CCc1ccc(C2C(C#N)=C(N)SC(N)=C2C#N)cc1,4%,-10%,6%
COc1ccccc1/C=C(/C(=O)OCC(=O)Nc1ccccc1C(C)C)c1ccccc1,-18%,-6%,8%
COC(=O)c1ccc(C2=NOC(C)(c3nnc(Cc4ccccc4)o3)C2)cc1 (centres undefined),-5%,-8%,-3%
COc1cccc2sc(N(Cc3cccnc3)C(=O)C3CCCCC3)nc12,?,-4%,nt
COC(=O)C1CCN(C(=O)/C=C/c2ccc(OC)cc2)CC1,-4%,-8%,5%
Cc1ccccc1C(=O)Nc1ccnn1C1CCN(Cc2ccccn2)CC1,-2%,-3%,0%
Cc1cccc(NC(=O)CSc2nnnn2C)n1,7%,?,-8%
COc1ccc(/C=C/C(=O)NC(=S)N2CCN(c3ccccc3OC)CC2)cc1,11%,-12%,-8%
Cc1ccc(C)c(OC(=O)c2cccnc2Cl)c1C,-8%,-9%,4%
Cn1nccc1C(=O)N1CCN(c2cccc(Cl)c2)CC1,-7%,?,-2%
CCOC(=O)c1sc(N)nc1C(C)(C)C,-8%,?,11%
CCC1(CC)Cc2ccccc2C(Nc2c(C)n(C)n(-c3ccccc3)c2=O)=N1,-2%,-1%,-6%
N#Cc1cccc(NC(=O)CNc2cccc(S(=O)(=O)N3CCCCC3)c2)c1,1%,-1%,-15%
N#CCC(CNc1ncc(C(F)(F)F)cc1Cl)OC(=O)c1ccc(Cl)cc1Cl (centres undefined),-22%,-14%,2%
Cn1nc(C(=O)NNC(=O)C2CSC3(C)CCC(=O)N23)c2ccccc2c1=O (centres undefined),-1%,0%,1%
CCN(CC)S(=O)(=O)c1ccc(N2CCCC2)c(NC(=O)c2ccccc2OC)c1,-5%,12%,?
Cc1ccc(CN2C(=O)C3CCCN3c3ccc(C#N)cc32)cc1 (centres undefined),nt,6%,5%
O=C(CSc1nnc(NC(=O)c2ccccc2F)s1)NC1CCCC1,-2%,-2%,-18%
NC1(C#Cc2ccc3c(=O)c4ccccc4sc3c2)CCCCC1,-3%,-1%,nt
CCOP(=O)(OCC)C(NC(=O)Nc1ccc(C)c(Cl)c1)c1ccccc1 (centres undefined),-10%,-6%,9%
O=C(NCCN1CCOCC1)c1ccccc1N1C(=O)[C@@H]2Cc3c([nH]c4ccccc34)C(c3ccc(F)cc3)N2C1=O (some centres undefined),0%,20%,?
Cc1ccc(-n2nnnc2SC(C)C(=O)Nc2ccccc2-c2ccccc2)cc1 (centres undefined),-12%,-20%,9%
Cc1cc(NC(=O)Cc2ccccc2)ccc1NC(=O)c1cccs1,0%,0%,-11%
O=C(CC1C(=O)NCCN1C(=O)Nc1ccccc1)Nc1ccc2c(c1)OCCO2 (centres undefined),-1%,0%,0%
Cc1ccc(N(C(=O)CCl)C(C(=O)NC2CCCCC2)c2cccnc2)cc1C (centres undefined),1%,1%,-18%

# Reformatted with values under each structure: part of the list above.
# Fields – FEN1 inhibitor, GCN5L2 inh, N370S GC
COCCN(C(=O)c1csnn1)C(C(=O)NC1CCCC1)c1ccccc1 (centres undefined)
  -13%, -5%, -12%
CCc1ccc(C2C(C#N)=C(N)SC(N)=C2C#N)cc1
  4%, -10%, 6%
COc1ccccc1/C=C(/C(=O)OCC(=O)Nc1ccccc1C(C)C)c1ccccc1
  -18%, -6%, 8%
COC(=O)c1ccc(C2=NOC(C)(c3nnc(Cc4ccccc4)o3)C2)cc1 (centres undefined)
  -5%, -8%, -3%
COc1cccc2sc(N(Cc3cccnc3)C(=O)C3CCCCC3)nc12
  ?, -4%, nt
COC(=O)C1CCN(C(=O)/C=C/c2ccc(OC)cc2)CC1
  -4%, -8%, 5%

# Next section
SMILES,FEN1 inhibitor,GCN5L2 inh,N370S GC
Cc1c(C(=O)NCCC2=CCCCC2)sc2ncnc(N3CCCCC3C)c12 (centres undefined),?,-5%,4%
COc1cc2c(cc1OC)C(C)N(C(=O)Nc1ccc(F)cc1)CC2 (centres undefined),12%,-12%,-4%
CC(=O)NCCc1ccc(S(=O)(=O)NCc2ccc3c(c2)OCO3)cc1,-16%,-4%,-9%
N#Cc1cccc2cnccc12,10%,-4%,1%
Cc1nn(-c2ccccc2)c2c1N(CC(=O)N1CCN(c3cccc(Cl)c3)CC1)C(=O)CS2,1%,19%,nt
COc1ccc(N2CN=C3SCC(=O)N3C2)cc1,4%,-1%,4%
COc1ccc(-c2cc3c(=O)n(CC(=O)NCCCN4CCC(N5CCCCC5)CC4)nc(C)n3n2)cc1,-12%,-23%,-24%
Cc1ccc(-c2csc(NC(=O)c3ccc(Br)cc3)c2C(=O)O)cc1,11%,0%,-21%
COc1cc(CN(C(=O)c2ccco2)C2CCS(=O)(=O)C2)cc(OC)c1OC (centres undefined),21%,1%,-14%
O=C(Nc1ccc(S(=O)(=O)N2CCCCCC2)cc1)c1cc(=O)c2ccccc2o1,-18%,-2%,nt
COc1ccc(NC(=O)c2nnn(CC(=O)Nc3ccc4c(c3)OCO4)c2N)cc1OC,-10%,-8%,1%
COc1ccccc1CN1CCCC2(CCNCC2)C1,nt,-19%,-10%
CCOc1cccc2cc(-c3cn4c(n3)sc3cc(C)ccc34)c(=O)oc12,-5%,-6%,nt
CC1=C(C(=O)Nc2ccc(Cl)cc2)C(c2ccccc2F)n2nc(SCc3cccc(Cl)c3)nc2N1 (centres undefined),21%,-8%,nt
CC(C)c1ccc(C(CC(=O)O)N2Cc3ccccc3C2=O)cc1 (centres undefined),2%,23%,-16%
CCCN(CC(=O)Nc1ccccc1Br)CC(=O)Nc1ccc(F)c(F)c1F,-10%,-10%,18%
CCOC(=O)C1=C(CNCc2ccccc2Cl)NC(=O)NC1c1ccc2c(c1)OCO2 (centres undefined),-2%,-2%,-2%
Cc1ccc(N(Cc2cc3ccc(C)cc3[nH]c2=O)C(=O)c2ccco2)cc1,0%,-14%,18%
Cc1ccc(-c2nnc(NC(=O)CCS(=O)(=O)c3ccc(F)cc3)o2)c(C)c1,7%,2%,-1%
C/C=C(\C)C(=O)NCCN1C2=NC[C@H](Cc3ccc(O)cc3)N2C[C@@H]1Cc1ccc(OC)cc1,-3%,0%,-1%
COc1ccccc1OCCNC(=O)c1ccccc1OCc1c(C)noc1C,-13%,1%,nt
COc1ccc2ccc(=O)oc2c1CC=C(C)C,-6%,-17%&-6%,?
O=c1cc(O)nc(SC23CC4CC(CC(C4)C2)C3)[nH]1,-16%,1%,13%
Cc1ccnc(NS(=O)(=O)c2ccc3c(c2)CCO3)c1,nt,-1%,13%
COc1ccc(-c2csc3nc(-c4cccnc4)nc(Cl)c23)cc1OC,-3%,-9%,10%

# One compound at a time, from the list above:
# COc1ccc2ccc(=O)oc2c1CC=C(C)C in the list: FEN1 inhibitor = -6%; GCN5L2 inh = -17%&-6%; N370S GC = ?
# COc1ccccc1OCCNC(=O)c1ccccc1OCc1c(C)noc1C in the list: FEN1 inhibitor = -13%; GCN5L2 inh = 1%; N370S GC = nt

# Next part
SMILES,FEN1 inhibitor,GCN5L2 inh,N370S GC
N/C(=N\NC(=O)c1sccc1OCc1ccc(Cl)cc1Cl)c1ccccn1,4%,-18%,12%
COc1cccc(CNC(=O)CCC(=O)N2CC3CCCN3c3ccccc32)c1 (centres undefined),-11%,-10%,nt
CCOc1ccc(C2c3cc(OC)c(OC)cc3CC(=O)N2c2ccc(OC)cc2)cc1 (centres undefined),-2%,1%,4%
O=c1cc(-c2ccccc2)[nH][nH]1,-9%,1%,-14%
CCCCN(C)S(=O)(=O)c1ccc(C(=O)N(CCN(C)C)c2nc3ccc(C)cc3s2)cc1,-4%,0%,-2%
O=C(c1ccc2ccccc2c1)N1CCN(Cc2ccccc2)CC1,?,-8%,8%
Cc1cc(C)n(C(=O)COc2ccc([N+](=O)[O-])cc2)n1,-4%,3%,?
CCSc1nnc(NC(=O)c2csc3c2CCC(C)C3)s1 (centres undefined),3%,2%,-5%
Oc1ccc(/C=N/Nc2nc(N3CCCCCC3)nc(N3CCCCCC3)n2)c(O)c1,-2%,-16%,11%
COc1ccc(C(=O)C2CCCN(C(=O)c3cccc(N4CCCC4=O)c3)C2)cc1OC (centres undefined),21%,-11%,4%
Cc1cc(C=O)c(C)n1-c1ccc(Cl)c(C(=O)O)c1,?,-15%,-2%
CC(=O)NCC(=O)N(C)C(C(=O)Nc1ccc(C(C)C)cc1)c1ccccc1 (centres undefined),2%,-5%,1%
CCc1cccc2c(C(=O)CCl)c[nH]c12,0%,4%,-6%
CCCNC(=O)COC(=O)c1ccc(N2CCCC2)c([N+](=O)[O-])c1,2%,-13%,-14%
COc1ccc(C(=O)N/N=C/c2sc3ccccc3c2O)cc1,2%,-12%,-3%
Cc1ccc(NC(=O)NC(=O)CSc2n[nH]c(N)n2)c(C)c1,27%,-7%,-5%
CC(NC(=O)c1ccc(-c2ccccc2)cc1)C(c1ccccc1)N1CCOCC1 (centres undefined),-6%,-6%,nt
COc1ccc(CCNC(=O)CCc2nc3ccccc3[nH]2)cc1OC,31%,-8%,-3%
O=C(COC(=O)c1ccccn1)NCCCc1ccccc1,5%,-5%,2%
O=C(NCCc1ccc(Cl)cc1)c1ccc(CSCc2ccc(Cl)cc2)o1,-15%,-3%,nt
Cc1cccc(C)c1N=C1NN=C(c2ccccc2F)CS1,13%,-2%,10%
CN(C)S(=O)(=O)N(CC(=O)N1CCOCC1)c1ccccc1,4%,2%,-2%
O=C(NCCCn1ccnc1)c1cccc(S(=O)(=O)Nc2ccccc2F)c1,-2%,-5%,0%

# Some of the entries above in another layout:
Structure	FEN1 inhibitor	GCN5L2 inh	N370S GC
COCCN(C(=O)c1csnn1)C(C(=O)NC1CCCC1)c1ccccc1 (centres undefined)	-13%	-5%	-12%
CCCN(CC(=O)Nc1ccccc1Br)CC(=O)Nc1ccc(F)c(F)c1F	-10%	-10%	18%

# Bioassay records: PubChem, National Center for Advancing Translational Sciences (NCATS)
